# NOD2 RIPK2 PPI = blocks binding of human NOD2 to RIPK2; O43353; CHO BLA complementation NOD2-RIPK2, CCF4 ratio; inhibition, % at 4.98 µM; 0.38% of 360,000 active; AID 624267; in the data active = inhibition above about 21%;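 also: 0% = vehicle only and 100% = reference blocker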
# COUP-TFII inh = inhibitors of human COUP-TFII (NR2F2) | inhibition, % at 8.6 µM | P24468 | HEK293T NGFI-A luciferase reporter, luminescence | 0.7% of 370,000 active | AID 686940;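 active = inhibition above a per-plate cutoff, mean inhibition of test wells between control levels plus 3 SD, cut at about 38% in these data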;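 also: cells cotransfected with COUP-TFII expression vector driving the NGFI-A reporter; 0% = median of COUP-TF2 test wells and 100% = reporter-only cells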
# EBV LMP1 NFkB = reduces LMP1-driven NF-kappaB luciferase signal. LMP1-induced NF-kappaB luciferase reporter cells, luminescence. inhibition, % at 12.5 µM. AID 504558. 0.69% of 350,000 active; in the data active = inhibition above about 41%;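 also: 0% = neutral control wells and 100% = reference inhibitor control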
# C8 TRAIL sens = caspase-8 TRAIL sensitization; NB7+C8 cells + TRAIL, ATPlite viability luminescence; inhibition (viability loss, TRAIL sensitization), % at 10 µM; 1% of 360,000 active;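 active = compounds causing at least 50% loss of cell viability in the single-dose screen, relative to plate controls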
# Vif inh = blocks HIV Vif function; 0.35% of 340,000 active; HEK293T cells, Vif self-association by quenched fluorescence, imaging, 24 h; inhibition, % at 7.49 µM; in the data active = inhibition above about 50%, passing the limit was not always enough; also: some results filed as inactive read as strong as hits
# NR5A2 inv ag = NR5A2 inverse agonism in reporter assay; inhibition, % at 3.6 µM; HEK293T StAR-luciferase reporter, LRH-1 transfected, 24 h; 0.13% of 360,000 active; AID 602396; O00482;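 active = inhibition above the mean inhibition of all tested compounds plus 3 SD, cut at about 73% in these data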;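 also: 0% = DMSO wells and 100% = reporter-only cells lacking LRH-1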
# TROY signal inh = TROY signaling inhibition; Q293 LMP1-TROYcd NF-kB luciferase reporter, 4 h; inhibition, % at 10 µM; 0.98% of 360,000 active; AID 1347056;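 active = compounds whose plate-normalised and pattern-corrected inhibition of the luciferase reporter signal at the single screening dose is 50% or more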
# TLR9-MyD88 inh = blocks human TLR9 binding to MyD88; Q9NR96+Q99836; CHO BLA complementation TLR9-MyD88, CCF4 FRET ratio; inhibition, % at 4.98 µM; 0.21% of 340,000 active; AID 504734;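 active = inhibition above the mean over all tested compounds plus 3 SD, cut at about 21% in these data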;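 also: 0% = DMSO only wells and 100% = clavulanate BLA inhibitor control wells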
# SRC1 inh = inhibits human SRC1 coactivator; HEK293 GAL4-SRC1 luciferase reporter, luminescence; inhibition, % at 3.6 µM; 0.12% of 360,000 active; AID 588354;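 active = inhibition above the campaign mean plus 3 SD, with each screening campaign given its own cutoff, cut at about 60% in these data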;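 also: 0% = DMSO treated cells and 100% = gossypol at 36 µM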
# SRC3 inh = human NCOA3 inhibition; inhibition, % at 3.6 µM; AID 588352; HEK293 GAL4-SRC3 luciferase reporter, luminescence; 0.17% of 360,000 active; Q9Y6Q9;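 active = inhibition above a per-campaign cutoff, the mean of all compounds plus 3 SD, cut at about 60% in these data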;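 also: 0% = DMSO-treated cells and 100% = gossypol-treated cells at 36 µM; higher means less SRC3-driven luciferase light from the GAL4 reporter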
# Target sequence (Q9Y6Q9 whole entry, looked up, the tested form may be a part): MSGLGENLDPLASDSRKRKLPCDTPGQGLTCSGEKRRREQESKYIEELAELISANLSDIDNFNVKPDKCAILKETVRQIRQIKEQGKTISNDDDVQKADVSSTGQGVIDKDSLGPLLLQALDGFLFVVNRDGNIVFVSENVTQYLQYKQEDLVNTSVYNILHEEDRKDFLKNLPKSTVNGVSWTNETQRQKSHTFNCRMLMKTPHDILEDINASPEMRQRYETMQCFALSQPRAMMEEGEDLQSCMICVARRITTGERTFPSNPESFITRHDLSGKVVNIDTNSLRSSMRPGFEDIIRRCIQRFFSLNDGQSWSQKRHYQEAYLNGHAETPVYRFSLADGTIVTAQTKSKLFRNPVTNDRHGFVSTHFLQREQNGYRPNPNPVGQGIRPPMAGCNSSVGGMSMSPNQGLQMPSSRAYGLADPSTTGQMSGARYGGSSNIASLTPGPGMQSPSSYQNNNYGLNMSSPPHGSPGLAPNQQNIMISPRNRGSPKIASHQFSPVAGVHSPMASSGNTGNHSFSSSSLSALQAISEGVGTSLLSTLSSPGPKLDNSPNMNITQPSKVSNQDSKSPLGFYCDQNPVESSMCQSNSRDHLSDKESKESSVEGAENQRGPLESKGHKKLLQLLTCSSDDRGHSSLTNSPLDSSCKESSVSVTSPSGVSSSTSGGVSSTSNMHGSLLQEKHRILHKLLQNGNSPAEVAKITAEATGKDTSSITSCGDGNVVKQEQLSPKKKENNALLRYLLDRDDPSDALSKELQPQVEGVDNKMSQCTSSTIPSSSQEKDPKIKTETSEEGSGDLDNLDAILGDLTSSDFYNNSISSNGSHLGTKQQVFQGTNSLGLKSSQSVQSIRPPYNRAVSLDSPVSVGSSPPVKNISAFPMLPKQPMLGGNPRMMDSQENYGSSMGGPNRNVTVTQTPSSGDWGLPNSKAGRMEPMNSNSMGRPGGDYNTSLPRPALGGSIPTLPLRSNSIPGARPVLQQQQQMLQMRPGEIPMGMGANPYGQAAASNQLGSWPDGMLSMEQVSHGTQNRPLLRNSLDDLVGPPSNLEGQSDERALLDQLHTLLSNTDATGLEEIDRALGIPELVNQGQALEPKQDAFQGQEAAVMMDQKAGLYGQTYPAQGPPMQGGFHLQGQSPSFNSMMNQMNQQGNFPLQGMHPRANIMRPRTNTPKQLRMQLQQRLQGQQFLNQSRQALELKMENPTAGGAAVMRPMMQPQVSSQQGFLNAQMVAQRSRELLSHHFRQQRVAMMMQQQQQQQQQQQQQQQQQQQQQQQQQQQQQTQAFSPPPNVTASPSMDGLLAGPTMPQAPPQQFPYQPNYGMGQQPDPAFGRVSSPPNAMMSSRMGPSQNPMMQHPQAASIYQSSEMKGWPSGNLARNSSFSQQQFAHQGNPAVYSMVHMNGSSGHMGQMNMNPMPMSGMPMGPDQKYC
# NCOA2 inhibitor = human SRC2 (NCOA2) inhibition | HEK293 GAL4-SRC2 luciferase reporter, luminescence | inhibition, % at 9 µM | Q15596 | 0.17% of 370,000 active | AID 651957;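 active = inhibition above the mean inhibition of all tested compounds plus 3 SD, set per campaign, cut at about 52% in these data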;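 also: 0% = DMSO treated cells and 100% = cells given Gossypol at 36 µM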
# An asterisk follows results filed as active; x = not tested or not shown.
SMILES,NOD2 RIPK2 PPI,COUP-TFII inh,EBV LMP1 NFkB,C8 TRAIL sens,Vif inh,NR5A2 inv ag,TROY signal inh,TLR9-MyD88 inh,SRC1 inh,SRC3 inh,NCOA2 inhibitor
COc1cc(C2NC(=O)NC(O)(C(F)(F)F)C2C(=O)c2cccs2)ccc1O (centres undefined),-7.3,-22.0,-8.6,11.9,x,7.6,-83.5,-3.3,10.1,21.0,-16.7
Nc1nc(SCn2nnc3ccccc3c2=O)n[nH]1,1.6,-0.3,6.7,3.8,-14.4,-1.9,8.7,8.2,-58.8,-1.3,-11.6
O=C1Nc2ccc(F)cc2C12Nc1ccccc1-c1nnc(SCc3ccccc3Cl)nc1O2 (centres undefined),-0.4,-19.6,3.1,-9.1,-1.5,2.9,-35.6,-3.1,3.5,-5.6,-3.7
Cc1c(C#N)c(NC(=O)c2cccc(Cl)c2)n(Cc2ccccc2)c1C,0.1,10.1,-0.7,1.2,0.5,19.3,18.4,-4.8,1.3,8.7,17.6
Cc1[nH]c2ccc(-c3n[nH]c(=S)n3Cc3ccccc3)cc2c1C,-3.4,-8.7,-4.1,4.9,-3.3,-0.9,7.2,4.5,14.9,9.1,1.9
Cc1cc(C)n(-c2cc(C(=O)O)cc(C(=O)O)c2)n1,-7.4,-18.6,6.5,-9.1,-7.6,-7.9,1.7,-9.6,-16.0,2.4,3.1
Cc1cccn2c(CN(C)C3CCCc4ccccc43)c(C(=O)N3CCOCC3)nc12 (centres undefined),2.3,2.8,0.9,2.6,3.9,-12.4,12.9,-4.1,-3.7,9.3,-10.4
Cc1c(Br)c([N+](=O)[O-])nn1CC(=O)NC1CCCCCC1,0.4,-10.4,-2.7,-2.4,4.1,6.9,-14.2,3.8,-4.8,10.8,8.6
CCc1ccc(Nc2nnc(SCC(=O)NC(=O)c3cccn3C)s2)cc1,-8.9,-4.8,-1.5,45.2,x,-29.1,8.7,-4.7,-29.6,-14.3,-8.1
O=S1(=O)N=C(N/N=C/c2ccco2)c2ccccc21,-5.6,3.7,2.0,7.5,17.0,-11.9,-11.3,1.4,-28.7,6.8,-3.7
CN(C)C(=O)CN1C(=O)C2CC=C(Cl)CC2C1=O (centres undefined),-8.2,-3.5,-0.1,-0.6,6.1,-3.5,-2.2,-5.0,-7.7,6.8,-19.5
CNC(=O)c1[nH]cnc1C(=O)Nc1cccc(OC)c1,-4.5,-20.5,-2.2,-4.7,-10.5,-0.8,-7.3,-0.4,-5.8,-2.5,-6.8
CC(C)(C)C1=Nn2c(nnc2-c2ccccc2F)SC1,-0.3,x,12.8,-5.7,x,7.0,10.8,-10.5,-1.0,-6.2,x
CC(C)(C)c1ccc(C(=O)N2CCC(=O)N(C(COCc3ccccc3)Cc3ccccc3)CC2)cc1 (centres undefined),-9.4,7.0,-0.5,13.3,x,8.2,48.4,-12.4,-2.1,-23.8,27.6
CC(NC(=O)c1ccnn1C)C1CCCO1 (centres undefined),-19.8,-15.2,0.5,-9.8,-2.3,10.8,12.3,3.3,2.9,12.6,-10.7
O=c1c2c3c(sc2ncn1/N=C/c1ccccc1)CCCC3,-15.7,-14.3,-5.3,9.1,-11.0,-7.5,16.1,5.0,8.8,-16.1,-10.2
O=C(C(=Cc1ccc(O)cc1)c1ccccc1)c1ccccc1,-2.2,-3.3,x,-14.8,x,31.4,-13.3,x,x,x,15.5
Cc1noc(C)c1S(=O)(=O)N(C)C[C@H]1Oc2ccc(NC(=O)Cn3cnnn3)cc2C(=O)N([C@H](C)CO)C[C@@H]1C,4.3,-10.5,2.3,1.4,0.1,14.9,-3.4,-1.8,-19.4,0.7,1.7
CC(C)CC(c1nnnn1Cc1ccc2c(c1)OCO2)N1CCC(C(N)=O)CC1 (centres undefined),-4.5,-0.2,-4.0,-3.5,0.3,-19.7,9.4,-9.8,-85.7,-4.5,-6.0
COc1ccc(C(=O)NNC(=O)OC(C)(C)C)cc1,-4.2,0.0,-0.7,-16.2,-4.9,5.8,-6.2,-3.1,-35.3,8.1,-3.0

# 2 of these compounds, reformatted.
SMILES	NOD2 RIPK2 PPI	COUP-TFII inh	EBV LMP1 NFkB	C8 TRAIL sens	Vif inh	NR5A2 inv ag	TROY signal inh	TLR9-MyD88 inh	SRC1 inh	SRC3 inh	NCOA2 inhibitor
Cc1c(Br)c([N+](=O)[O-])nn1CC(=O)NC1CCCCCC1	0.4	-10.4	-2.7	-2.4	4.1	6.9	-14.2	3.8	-4.8	10.8	8.6
CCc1ccc(Nc2nnc(SCC(=O)NC(=O)c3cccn3C)s2)cc1	-8.9	-4.8	-1.5	45.2	x	-29.1	8.7	-4.7	-29.6	-14.3	-8.1

# (continued)
SMILES,NOD2 RIPK2 PPI,COUP-TFII inh,EBV LMP1 NFkB,C8 TRAIL sens,Vif inh,NR5A2 inv ag,TROY signal inh,TLR9-MyD88 inh,SRC1 inh,SRC3 inh,NCOA2 inhibitor
CCOc1ccccc1N/C=C(\C#N)c1nc2ccccc2n1C,3.8,-14.2,-3.1,-6.6,-1.0,10.1,0.8,-2.3,-7.0,-6.4,1.4
N#Cc1nc(COc2cccc(Cl)c2)oc1N1CCCC1,-6.1,-0.3,-4.3,-0.2,6.0,-18.8,-12.0,-0.6,-0.3,6.0,2.4
COCCN(CC1CCCN(C2Cc3ccccc3C2)C1)C(=O)CCC(F)(F)F (centres undefined),2.5,3.4,4.2,18.2,14.0,-15.1,-8.7,1.8,-4.9,-24.2,-7.1
CCOc1ccc(S(=O)(=O)N2CCCC(C(=O)NCc3ccco3)C2)cc1 (centres undefined),-7.6,4.5,-2.0,-5.3,-4.2,3.4,0.4,-52.1,-14.0,19.6,13.6
COc1ccccc1CC(=O)N1CCN(c2ccccn2)CC1,-12.3,0.5,-7.4,-4.5,7.0,1.1,-0.7,-10.6,-11.1,7.2,-18.7
O=C1NC(=S)N(C(=O)c2ccc(F)cc2)/C1=C/c1ccccc1,7.8,-9.9,-4.2,9.7,-10.5,0.7,-60.9,-1.9,-4.7,2.9,-7.8
O=C1CC(C(=O)Nc2ccc(Br)cc2)S/C(=N\N=C\c2ccco2)N1 (centres undefined),-9.5,-5.7,-5.3,0.6,2.9,17.1,11.8,-5.4,8.2,16.8,15.1
CN(CC(=O)Nc1cccc(C#N)c1)Cc1ccc(Cl)cc1,0.9,4.4,-4.7,-7.7,-3.4,-6.5,5.0,5.0,-3.6,7.1,18.0
CCOC(=O)C1CCCN(c2c(NCCCN(C)c3ccccc3)c(=O)c2=O)C1 (centres undefined),-2.1,-1.0,3.1,-0.8,-4.8,-1.1,8.7,11.8,12.5,35.5,-18.7
Cn1c2ccccc2n2c(=O)cc(-c3ccccc3)c(C#N)c12,3.7,-15.4,-2.8,21.4,-10.1,-14.2,-33.4,-1.3,-38.4,-7.3,-6.6
COCCCNc1c2c3c(cccc3[nH]c1=O)C(=O)c1ccccc1-2,32.3*,-21.0,10.6,22.5,x,-7.8,-67.0,15.3,-15.0,-7.9,-41.0
CCCCCc1cc(=O)oc2c(C(CCN3CCCC3)c3ccc(N(C)C)cc3)c(OC)cc(OC)c12 (centres undefined),8.2,21.8,1.8,34.9,-2.9,10.8,11.3,2.4,-8.2,2.8,1.9
COc1ccc2nc3n(c(=O)c2c1)-c1ccc(Cl)cc1C(=O)NC3Cc1ccc(O)cc1 (centres undefined),-11.7,10.5,-7.9,0.7,-3.9,0.3,-7.7,4.2,-2.6,-8.5,-16.5
Fc1cccc(NC(=S)Nc2cccc3ccccc23)c1,3.9,11.8,-2.5,7.8,4.1,-29.0,33.5,-3.3,5.6,9.0,-7.7
COc1cc(/C=N/NC(=S)Nc2cccc(C(=O)O)c2)cc(OC)c1OC,-5.4,-3.5,-11.7,2.6,0.1,-11.0,-18.9,5.7,-7.7,-8.4,-24.8
CCS(=O)(=O)N1CCC(C(=O)NCc2ccc(OC)cc2OC)CC1,-7.3,2.5,-1.9,1.9,9.8,6.8,-1.0,-11.7,-5.5,-1.1,-21.5
CC(=O)OCC(=O)C1(O)CCC2C3CCC4=CC(=O)CCC4(C)C3(F)C(O)CC21C (centres undefined),0.9,-15.9,13.2,12.8,9.4,1.8,18.6,10.8,-6.2,-44.2,-4.9
Cc1ccc(S(=O)(=O)Nc2ccc(Nc3nccn4c(-c5cccc(OC(F)(F)F)c5)cnc34)cc2)cc1,-3.3,20.5,x,11.9,-4.1,-13.8,13.8,x,6.4,-12.6,20.4
CCOc1ccc(S(=O)(=O)N2CCOCC2)cc1NC(=O)Cc1c(F)cccc1Cl,3.1,-6.3,-3.4,8.6,0.7,-19.7,2.5,-3.2,-8.2,-9.0,4.0
CCOc1ccc(N(C)S(=O)(=O)c2ccc3[nH]cc(C(=O)NCCOC)c(=O)c3c2)cc1,-0.2,-0.9,0.2,4.3,0.9,-0.3,18.7,6.4,-10.7,7.5,-7.0
COC(=O)c1ccc2c(=O)n(Cc3ccc4c(c3)OCO4)c(=S)[nH]c2c1,3.8,14.5,-5.6,33.6,-21.3,2.7,-4.5,-10.9,-8.2,14.4,1.4
c1ccc(CN2CCN(c3ncccn3)CC2)cc1,-0.8,12.1,2.0,-12.0,8.3,19.6,2.1,-9.2,-18.4,12.4,20.4
Cc1ccc(C)c(N2CCN(C(=O)C(Cc3ccccc3)n3cccc3)CC2)c1 (centres undefined),1.1,19.3,-6.2,7.5,-9.0,-14.8,18.4,-6.4,1.5,-21.1,3.6
CN(CC(=O)Nc1ccc(Cl)c(C(F)(F)F)c1)C(=O)/C=C/c1ccco1,4.8,4.7,11.9,8.2,1.3,-4.2,-3.0,-0.2,-24.4,15.0,-0.5
CCOC(=O)CSc1nc2sc3c(c2c(=O)n1-c1ccc(OC)cc1)CCN(C)C3,0.4,14.3,4.7,-14.8,-5.9,4.4,19.6,0.1,1.9,3.6,3.8
CN(C)C(=O)CCSc1nnc(-c2ccco2)o1,-3.3,-15.3,-4.2,-3.9,5.6,-23.4,-15.2,7.5,-21.9,-8.0,-44.1
CCN(CC)CC(=O)c1ccc(-c2ccccc2)cc1,-2.2,4.4,-2.6,-5.9,-1.9,-9.9,-12.7,-9.0,2.2,-12.4,14.8
C[C@H](NC(=O)c1nc[nH]c1C(=O)NC(c1ccccc1)c1ccccc1)C(=O)OCc1ccccc1,-0.3,-0.8,-8.3,18.1,0.4,-14.1,8.3,4.2,1.8,0.3,7.1
O=C(NCCN1CCNC1=O)C1CCC(=O)N(CCc2ccccc2)C1 (centres undefined),-11.3,-14.2,-3.3,5.6,-0.2,8.3,-19.2,-1.2,6.8,6.9,-10.0
CCCN(CC1CC1)C(=S)NC(=O)c1ccccc1Br,4.5,22.0,8.9,-6.1,1.1,7.3,-18.6,3.6,-6.2,19.2,8.9
CC(C)NC(=O)C12CC3CC(C1)CC(n1cnc(Cl)n1)(C3)C2,5.3,13.8,-5.9,7.6,x,-3.7,-10.5,2.4,14.5,-0.4,-0.1
Cc1ccc(O)c(CCc2ccc(O)cc2)n1,4.7,17.0,1.6,3.5,5.6,5.1,6.2,2.5,2.8,9.4,-3.7
O=[N+]([O-])c1ccccc1S(=O)(=O)N1CCN(Cc2ccc3c(c2)OCO3)CC1,8.2,-15.1,-2.8,4.4,2.0,3.0,11.8,11.3,-34.7,16.6,-14.3
CCCCCC(=O)NC(=S)Nc1cccc(-c2nc3ncccc3o2)c1,3.5,1.7,x,-0.3,3.3,0.9,0.6,x,3.5,8.6,13.6

# Screening data (PubChem)

# Some of the compounds tested, so the mix of outcomes need not match the whole.
